Compound activity from PubChem.
ssDAF-12 act: activates DAF-12 receptor from parasite S. stercoralis; HEK293 ssDAF-12/GRIP1 lit1-tk-luc reporter, luminescence; % of 3 µM dafachronic acid response; actives 1% (n = 370,000); activation, % at 6.8 µM;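 active = activation above the mean over all tested compounds plus 3 SD, cut at about 0.9% in these data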;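 also: 0% = DMSO-only wells and 100% = 3 µM delta7-dafachronic acid wells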
PLCb3 inh: PLC-beta3 (human) inhibition, primary screen; Q01970; Purified PLC-beta3, fluorogenic substrate, fluorescence; inhibition, % at 12.2 µM; actives 0.18% (n = 370,000); AID 720704; in the data active = inhibition above about 11%;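 also: 0% = median of compound wells on plate and 100% = full blocker control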
Target sequence (Q01970 whole entry, looked up): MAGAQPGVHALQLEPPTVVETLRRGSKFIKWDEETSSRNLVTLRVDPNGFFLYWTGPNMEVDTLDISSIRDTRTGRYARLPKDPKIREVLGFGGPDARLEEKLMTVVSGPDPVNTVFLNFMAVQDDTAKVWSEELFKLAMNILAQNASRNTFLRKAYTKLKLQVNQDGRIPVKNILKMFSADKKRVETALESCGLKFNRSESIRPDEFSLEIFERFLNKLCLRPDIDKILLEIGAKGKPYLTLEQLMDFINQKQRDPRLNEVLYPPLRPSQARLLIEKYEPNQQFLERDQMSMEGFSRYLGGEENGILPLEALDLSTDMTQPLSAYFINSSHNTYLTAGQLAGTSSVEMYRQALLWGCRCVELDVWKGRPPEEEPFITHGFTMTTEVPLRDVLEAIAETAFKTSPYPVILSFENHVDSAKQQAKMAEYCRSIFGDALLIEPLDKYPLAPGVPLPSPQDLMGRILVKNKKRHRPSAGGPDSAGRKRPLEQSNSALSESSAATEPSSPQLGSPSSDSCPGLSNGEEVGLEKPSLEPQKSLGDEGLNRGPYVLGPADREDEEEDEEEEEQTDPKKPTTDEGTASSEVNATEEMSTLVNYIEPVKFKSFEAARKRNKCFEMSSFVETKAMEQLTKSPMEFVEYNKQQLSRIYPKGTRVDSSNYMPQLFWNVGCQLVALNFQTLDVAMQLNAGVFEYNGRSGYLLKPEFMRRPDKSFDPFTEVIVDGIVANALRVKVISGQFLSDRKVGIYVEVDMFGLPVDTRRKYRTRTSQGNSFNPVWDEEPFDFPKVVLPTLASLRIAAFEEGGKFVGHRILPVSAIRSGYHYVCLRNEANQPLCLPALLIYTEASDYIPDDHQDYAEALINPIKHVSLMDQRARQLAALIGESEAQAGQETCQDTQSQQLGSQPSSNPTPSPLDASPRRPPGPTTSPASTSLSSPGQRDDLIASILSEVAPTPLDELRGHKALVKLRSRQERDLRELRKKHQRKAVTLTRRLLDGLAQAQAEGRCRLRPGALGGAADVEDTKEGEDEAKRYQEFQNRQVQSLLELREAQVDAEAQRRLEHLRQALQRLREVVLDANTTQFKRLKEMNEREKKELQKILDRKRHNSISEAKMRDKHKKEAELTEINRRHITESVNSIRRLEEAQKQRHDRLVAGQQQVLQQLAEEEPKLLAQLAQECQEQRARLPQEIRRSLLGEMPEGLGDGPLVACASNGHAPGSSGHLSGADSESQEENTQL
FXN GAA850 act: increases GAA850 frataxin promoter reporter activity; HEK293 lucGAA850 FXN promoter luciferase reporter, 24 h; percent of 10 µM SAHA response; activation, % at 6 µM; actives 0.56% (n = 360,000); AID 540364;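 active = activation above the average of all compounds screened plus 3 SD, cutoff fixed separately per campaign, cut at about 7.5% in these data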;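 also: 0% = DMSO wells and 100% = 10 µM SAHA wells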
DAX1 inh-1: DAX1 (NR0B1) inhibition, primary screen | actives 1.1% (n = 370,000) | AID 652010 | HEK293T StAR-luciferase reporter, SF-1/DAX-1 repression relief | inhibition, % at 6.8 µM;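 active = inhibition above the mean over all tested compounds plus 3 SD, cut at about 3.6% in these data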;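 also: 0% = DAX-1 cells with DMSO and 100% = cells lacking DAX-1 with DMSO; higher inhibition means more luminescence from relief of DAX-1 repression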
hcDAF-12 act: activators of H. contortus DAF-12 nuclear receptor | actives 1.4% (n = 370,000) | HEK293 hcDAF-12 lit1-tk-luc reporter, luminescence; 0% DMSO, 100% Δ7-dafachronic acid | AID 652067 | activation, % at 6.8 µM;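 active = activation above the mean of all tested compounds plus 3 SD, cut at about 5.5% in these data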;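 also: 100% = response to 3 µM Δ7-dafachronic acid high control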
sPLA2-III inh: Inhibits HGIII-sPLA2 liposome hydrolysis, primary screen; actives 0.56% (n = 370,000); QFRET BODIPY PC-A2 liposome hydrolysis, fluorescence; AID 743126; Q9NZ20; inhibition, % at 12.2 µM;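 active = inhibition above mean plus 3 SD of compounds lying within the high and low control bounds, cut at about 19% in these data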;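 also: 0% = median of test compound wells and 100% = no enzyme DMSO wells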
NR1D1 modulator: Rev-erb alpha (human) modulation; P20393; Rev-erbα–FITC-DNA binding, fluorescence polarization, 90 min; activity, % at 10 µM; actives 0.79% (n = 370,000);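 active = activity above about 14%, limit read from the data; passing the limit was not always enough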;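 also: 0% = DMSO wells with 35 nM protein and 100% = DMSO wells with 750 nM protein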
PG9 binder: PG9 antibody binding by small molecule. TR-FRET gp120-PG9 antibody binding. inhibition, % at 6.7 µM. actives 0.43% (n = 360,000); in the data active = inhibition above about 8.5%
DAX1 inh-2: NR0B1 (DAX1) inhibition. HEK293 Gal4-DAX1 luciferase reporter, luminescence. AID 504766. P51843. inhibition, % at 6.75 µM. actives 0.99% (n = 340,000);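 active = inhibition above the mean over all tested compounds plus 3 SD, cut at about 4.2% in these data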;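 also: 0% = DAX1-transfected cells with DMSO and 100% = empty-vector control cells with DMSO; inhibition shows as a rise in luminescence from relieved DAX1 repression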
hgDAF12 agonist: agonists of H. glycines DAF-12 nuclear receptor. HEK293 GAL4-hgDAF12 UAS-luciferase reporter, agonist luminescence; normalized to butyrate control. activation, % at 6.8 µM. actives 1.8% (n = 370,000);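 active = activation above a cutoff set at the mean of all screened compounds plus 3 SD, cut at about 10% in these data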;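 also: 0% = DMSO wells and 100% = sodium butyrate wells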
SMARCA2 activ: SMARCA2 function activation, primary screen; MG213 cells, MMTV-luciferase reporter, dexamethasone, overnight; activation, % at 9.1 µM; actives 1% (n = 370,000); AID 652017; in the data active = activation above about 7.8%;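 also: 0% = vehicle wells and 100% = reference activator wells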
An asterisk follows results filed as active; i = inactive; . = no result given. Not a hit list. Share with any hit: about 7%.

SMILES	ssDAF-12 act	PLCb3 inh	FXN GAA850 act	DAX1 inh-1	hcDAF-12 act	sPLA2-III inh	NR1D1 modulator	PG9 binder	DAX1 inh-2	hgDAF12 agonist	SMARCA2 activ
C=CCn1c2ccccc2c(=O)c2cc(C#Cc3cc(OC)cc(OC)c3)ccc21	-2.0	-269	0.5	-0.7	-2.2	-1	-5	-0.8	0.5	0.4	1
O=C(CSc1nnc(C2CC2)n1C1CC1)c1cccs1	-0.8	-4	0.1	-1.0	-1.4	-3	-5	0.9	0.8	-1.1	-2
COc1ccc(-c2cc(C(=O)NCCc3ccccc3)no2)cc1OC	-1.2	6	0.5	-0.5	-2.7	5	3	0.0	0.2	-3.8	-3
Cc1nnc(NC(=O)CSc2nc3c(c(=O)n2CCc2ccccc2)SC(C)C3)s1 (stereo unspecified)	0.1	0	2.1	0.8	-1.1	1	1	0.3	0.7	-0.4	-2
N#Cc1cnn2c(-c3ccc(Cl)cc3Cl)ccnc12	-1.1	i	1.3	-0.4	1.8	1	1	-1.8	.	-0.9	-3
Cc1cccn2c(=O)c(/C=C(\C#N)S(=O)(=O)c3ccccc3)c(N3CCN(c4ccccc4)CC3)nc12	-0.7	-10	3.0	0.7	6.7*	1	-1	-2.2	-0.2	0.3	-4
O=Cc1ccc(OCC(=O)Nc2ccccc2C(F)(F)F)cc1	-1.3	-7	2.9	-0.2	-0.6	0	-1	-0.9	0.2	3.5	1
O=C(COC(=O)c1ccccc1O)NCCc1c[nH]c2ccccc12	0.0	-8	2.6	0.1	2.9	-67	0	0.1	0.8	0.1	0
COc1ccc(NC(=O)C(=O)NCCN2CCN(C(=O)c3cccs3)CC2)cc1	-1.1	4	1.6	-0.7	-0.5	1	-2	-0.9	0.2	-2.5	-1
C#CCn1c(=NC(=O)c2cc(Cl)sc2Cl)sc2cc(S(N)(=O)=O)ccc21	-1.7	-37	1.6	-0.1	-0.8	-19	1	-0.2	-0.1	0.1	-2
O=c1c2cc(N3CCOCC3)ccc2[nH]c(=S)n1CCN1CCCC1	-1.3	i	-2.4	0.1	-1.0	0	6	3.7	-0.3	0.5	-2
Cc1ccc(Cn2ccc(NC(=O)c3cc(-c4cccs4)on3)n2)cc1	-1.8	0	1.0	-0.1	0.6	-6	17	-0.7	0.0	-3.3	-3
CC(C)c1ccc(/C=C2\SC(N3CCCC3)=NC2=O)cc1	-1.0	-1	1.1	-0.9	-3.5	10	-3	-1.3	0.1	0.5	8.3*
CCCc1nc2ccc(NC(=O)c3ccco3)cc2c(=O)n1Cc1ccc(Cl)cc1	-0.3	-2	-1.5	-0.2	-2.0	0	2	1.7	-1.1	-1.9	-2
CCCNC(=O)CS(=O)(=O)c1ccccc1	-0.9	2	-0.6	-0.3	-1.8	5	-3	-0.8	0.1	-2.0	2
Cc1nn(-c2ccccc2[N+](=O)[O-])c(=O)c2ccccc12	-0.9	4	0.9	-0.6	0.1	-3	-8	-0.2	0.3	1.3	0
C#CCN1CC(N(C)CCOC(=O)c2ccc(OC)c(OC)c2)CS1(=O)=O (stereo unspecified)	-1.2	-2	.	-0.6	-1.6	16	-2	.	.	1.5	-6
COc1ccc(Cl)cc1NC(=O)CNc1ccc(F)cc1C	-1.5	0	0.9	-0.1	-0.7	0	5	-0.5	-1.1	0.8	-1
CC1CCCC(C)N1C(=O)CSc1ccc(-c2ccc3c(c2)OCCO3)nn1 (stereo unspecified)	-0.8	-9	4.8	0.0	4.0	-7	-3	0.1	-0.9	4.3	0
CCOc1ccc(C(=O)Nc2c(C(N)=O)oc3ccccc23)cc1	0.5	-6	5.3	-1.1	0.9	-7	-3	1.9	-0.2	5.6	1
O=C(Nc1ccc(F)c(Cl)c1)C1Cc2c(-c3ccco3)ccnc2O1 (stereo unspecified)	-1.5	6	-1.3	-0.5	-3.1	-21	-1	1.1	.	3.0	-6
COc1ccc(-c2nc3ccccc3n2OC(C)C(=O)O)cc1 (stereo unspecified)	-0.4	-5	3.0	2.4	0.1	5	-5	2.3	2.1	4.7	4
COc1ccc(NC2CCCN(C(=O)c3cc(CC(C)C)nc(N)n3)C2)cc1 (stereo unspecified)	-0.6	-17	-0.7	0.1	-0.8	6	-5	-2.5	-0.2	-0.8	-3
Cc1c(C(C)C[C@H](C)O)oc(=O)c2c1Oc1c(C)c(C(C)C[C@H](C)O)oc(=O)c1C2 (stereo partly specified)	-0.4	-7	-1.1	0.0	-2.0	8	-1	1.2	0.3	-0.4	-1
CC/C(Cc1ccccc1)=N/NC(=O)CCn1nnc2ccccc21	-1.1	-3	2.4	0.0	1.0	0	-2	-0.8	-0.8	0.6	0
Carrying on:
SMILES	ssDAF-12 act	PLCb3 inh	FXN GAA850 act	DAX1 inh-1	hcDAF-12 act	sPLA2-III inh	NR1D1 modulator	PG9 binder	DAX1 inh-2	hgDAF12 agonist	SMARCA2 activ
COc1ccc(-n2nnnc2SCC(=O)NC2CCS(=O)(=O)C2)cc1 (stereo unspecified)	-0.9	1	0.9	-1.2	0.9	2	3	1.8	1.0	1.2	-1
CC1CCCC(C(=O)OCc2ccccc2)N1 (stereo unspecified)	-0.9	4	-1.0	-0.7	0.2	1	2	-1.9	0.1	2.5	3
CSCCC(NC(=O)COc1ccccc1)C(=O)N(C)Cc1ccc(F)cc1 (stereo unspecified)	-1.7	-5	1.0	-3.2	-0.9	0	-1	-1.1	-0.2	0.1	3
COc1ccccc1NS(=O)(=O)c1cccc(C(=O)NCC(c2ccco2)N(C)C)c1 (stereo unspecified)	-0.7	-11	0.2	0.1	-0.6	6	-1	0.1	-0.1	-1.4	-2
O=C1NC(c2ccccc2)=C(c2nc3ccccc3s2)C(c2ccc(F)cc2)N1 (stereo unspecified)	-1.8	-46	0.1	-1.0	-0.5	-6	-4	-0.9	-0.2	-1.9	-3
O=C1CCCCC1C1(O)C(=O)Nc2ccccc21 (stereo unspecified)	0.0	-3	-0.3	0.8	1.9	3	1	-0.8	2.1	-2.3	-2
O=C(c1cnc2n(c1=O)CCS2)N1CCN(c2ccccc2F)CC1	-0.5	4	2.3	-0.4	0.5	3	-1	-1.7	0.2	-2.2	2
CCNc1nc(C)c2cc(Br)c(=O)n(CC)c2n1	-1.2	-157	4.5	0.6	-1.5	3	17	7.6	0.4	-0.6	2
Cc1ccccc1N1CCN(C2CCCN(C(=O)c3ccc(Cl)s3)C2)CC1 (stereo unspecified)	-1.0	-7	0.8	-1.6	-1.5	-6	-3	-0.9	-0.6	0.2	-3
Cc1noc(NS(=O)(=O)c2ccc(NC(=O)c3cccc(S(=O)(=O)N(C)c4ccccc4)c3)cc2)c1C	-1.6	-1	1.0	1.4	-0.2	-52	2	-2.2	0.5	0.8	4
COC(=O)CCCCCCCCCCN1CCCCC1	-0.8	4	0.5	-0.5	-1.3	-10	2	-0.5	1.3	-0.7	2
COC(=O)c1cccc(NC(=O)CC2C(=O)NCCN2C(=O)Nc2cc(C)cc(C)c2)c1 (stereo unspecified)	-1.5	-12	2.0	0.9	-1.2	-20	0	0.4	0.7	-1.1	-3
O=C(NCCS(=O)(=O)N1CCN(c2ccccc2)CC1)c1cccs1	-1.2	-8	0.9	-0.8	-1.3	7	6	1.9	1.6	-2.6	-6
O=c1[nH]c2ccccc2c2oc(CCl)nc12	-1.7	-17	-0.8	-0.8	-0.7	5	-4	-0.7	0.1	-0.6	-2
O=C(O)c1ccc(NN=Cc2cc(=O)[nH]c(=O)[nH]2)cc1	-1.0	-4	0.7	-0.7	-1.0	-2	-2	-12	-0.6	4.3	1
COc1cccc(NC(=O)COC(=O)C2CCCCC2)c1	-1.3	-8	0.7	-1.6	-1.7	6	0	0.8	-0.2	-1.5	-4
COc1ccc(CNC(=O)C2CCN(C(=O)[C@@H]3Cc4ccccc4CN3)CC2)cc1	-1.5	-5	2.6	0.0	2.4	3	-3	-0.1	0.0	0.3	-1
COc1ccc(S(=O)(=O)N(C)C[C@@H]2Oc3ccc(NS(=O)(=O)c4cn(C)cn4)cc3C(=O)N([C@@H](C)CO)C[C@@H]2C)cc1	-1.4	-3	1.1	-0.1	-1.6	-8	0	0.7	1.7	1.2	1
CSc1nc(NCC(C)C)c2c3c(sc2n1)CN(C)CC3	-1.3	-43	2.1	-0.6	-0.8	-13	-1	-0.5	2.8	-2.1	0
COc1cccc(N2CCN(C(=O)COc3cc(=O)n(C)c4ccccc34)CC2)c1	-0.9	-2	.	-0.5	0.0	10	-1	.	.	-2.8	-6
COc1nc(-c2ccccc2)c2c(c1C#N)CC(C)(C)OC2	-1.3	-3	0.5	-0.8	-0.7	3	0	0.7	1.1	-3.9	0
N#Cc1nc(COc2ccc(Br)cc2)oc1N1CCCC1	-1.3	0	1.6	-1.0	-1.4	-7	-6	-3.4	0.0	-0.2	-1
Cc1ccc(Cl)cc1NC(=S)N(CCCN1CCN(C)CC1)Cc1ccco1	-1.9	-6	2.1	1.0	-0.1	8	-6	-0.1	0.3	-2.0	-5
CCOC(=O)C1CCN(C(=O)Cn2cc(C#N)c3ccccc32)CC1	-0.3	-3	-2.5	-1.6	1.3	-6	-5	-2.0	0.5	-0.5	-2
CCOC(=O)[C@@]12CCCC3=C1N(CCC3)C(=O)[C@H]2CC(=O)NCCc1ccccc1OC	-1.2	-4	.	-0.1	-1.7	6	-6	.	.	-3.1	-3
Carrying on:
SMILES	ssDAF-12 act	PLCb3 inh	FXN GAA850 act	DAX1 inh-1	hcDAF-12 act	sPLA2-III inh	NR1D1 modulator	PG9 binder	DAX1 inh-2	hgDAF12 agonist	SMARCA2 activ
O=C(O)CCC(=O)Nc1ccc(Br)cc1C(=O)c1ccccc1Cl	-0.9	-9	3.0	0.3	-0.2	0	-7	0.3	1.0	-1.5	-2
C=CCN1CCc2c(cc(O)c(O)c2Cl)C(c2ccccc2)C1 (stereo unspecified)	-1.4	-4	1.0	0.8	-0.9	-19	0	-1.8	0.3	3.3	9.2*
Cc1sc2nc(SCC(=O)Nc3c(C)n(C)n(-c4ccccc4)c3=O)n(C)c(=O)c2c1C	-0.8	-1	1.0	-0.4	0.1	5	-1	-2.6	-0.1	-2.3	-1
O=C1c2ccccc2C2=Nc3ccccc3SC(c3cccc(F)c3)C12 (stereo unspecified)	-1.4	1	-9.1	0.0	-1.2	4	10	-1.8	-0.2	-3.4	1
O=c1c2ccccc2nnn1CSc1nnnn1-c1ccccc1	-0.8	2	3.5	-0.1	0.9	-3	-8	-0.6	1.7	5.9	3
CC1CC(C)CN(C(=O)COC(=O)c2nn(C)c(=O)c3ccccc23)C1 (stereo unspecified)	-0.9	-3	-0.5	0.7	-1.3	1	5	0.5	1.0	0.9	-2
Cc1ccc(N(CC(=O)NCCc2ccccc2)S(=O)(=O)c2c(C)noc2C)cc1	-1.3	0	0.9	-0.2	-0.9	-1	-4	0.6	0.2	3.7	-1
Cc1ccc(-n2c(C)cc(C(=O)CSc3nnc4ccccn34)c2C)cc1	-0.5	-13	5.3	0.8	4.4	-8	0	-1.5	-0.6	12*	1
